hgDAF12 agonist: activates the H. glycines DAF-12 receptor ligand-binding domain | hit rate 1.8% among 370,000 | HEK293 GAL4-hgDAF12 UAS-luciferase reporter, agonist luminescence; normalized to butyrate control | activation, % at 6.8 µM;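 active = activation above a cutoff set at the mean of all screened compounds plus 3 SD, cut at about 10% in these data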;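 note: 0% = DMSO wells and 100% = sodium butyrate wells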
DAX1 inh-1: inhibitors of human orphan nuclear receptor DAX1 (NR0B1); HEK293 Gal4-DAX1 luciferase reporter, luminescence; inhibition, % at 6.75 µM; hit rate 0.99% among 340,000; AID 504766;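 active = inhibition above the mean over all tested compounds plus 3 SD, cut at about 4.2% in these data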;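 note: 0% = DAX1-transfected cells with DMSO and 100% = empty-vector control cells with DMSO; inhibition shows as a rise in luminescence from relieved DAX1 repression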
Target sequence (P51843 207-470 limits assumed): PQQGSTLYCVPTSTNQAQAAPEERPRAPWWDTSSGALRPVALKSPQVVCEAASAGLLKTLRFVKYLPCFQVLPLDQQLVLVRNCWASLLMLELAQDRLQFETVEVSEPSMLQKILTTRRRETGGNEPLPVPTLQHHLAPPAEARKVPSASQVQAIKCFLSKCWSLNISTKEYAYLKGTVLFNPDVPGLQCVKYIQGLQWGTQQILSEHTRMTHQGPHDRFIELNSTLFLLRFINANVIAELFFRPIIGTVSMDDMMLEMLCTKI
hcDAF-12 act: activates DAF-12 receptor from parasite H. contortus; hit rate 1.4% among 370,000; activation, % at 6.8 µM; HEK293 hcDAF-12 lit1-tk-luc reporter, luminescence; 0% DMSO, 100% Δ7-dafachronic acid; AID 652067;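 active = activation above the mean of all tested compounds plus 3 SD, cut at about 5.5% in these data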;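 note: 100% = response to 3 µM Δ7-dafachronic acid high control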
DAX1 inh-2: DAX1 (NR0B1) inhibition, primary screen | AID 652010 | hit rate 1.1% among 370,000 | HEK293T StAR-luciferase reporter, SF-1/DAX-1 repression relief | inhibition, % at 6.8 µM;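 active = inhibition above the mean over all tested compounds plus 3 SD, cut at about 3.6% in these data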;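 note: 0% = DAX-1 cells with DMSO and 100% = cells lacking DAX-1 with DMSO; higher inhibition means more luminescence from relief of DAX-1 repression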
ADAM17 inh: inhibitors of human ADAM17; P78536; hit rate 0.83% among 370,000; inhibition, % at 6.95 µM; AID 720648; recombinant ADAM17, EDANS/DABCYL FRET peptide cleavage;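 active = inhibition above the mean of compounds lying between control limits plus 3 SD, set per campaign, cut at about 8.5% in these data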;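 note: 0% = DMSO-only wells as the low control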
ADAM10 inh: ADAM10 inhibition, QFRET primary screen | recombinant ADAM10, EDANS/DABCYL FRET peptide cleavage, 3 h | inhibition, % at 7 µM | hit rate 0.62% among 370,000 | AID 720582;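 active = inhibition above a per-campaign cutoff equal to the mean of compounds falling between control-based bounds plus 3 SD, cut at about 20% in these data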;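 note: 0% = DMSO wells while the 100% control is not disclosed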
PLC-beta3 inh: inhibitors of human phospholipase C beta3 | Purified PLC-beta3, fluorogenic substrate, fluorescence | inhibition, % at 12.2 µM | Q01970 | hit rate 0.18% among 370,000 | AID 720704; in the data active = inhibition above about 11%;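 note: 0% = median of compound wells on plate and 100% = full blocker control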
ssDAF12 agonist: activators of S. stercoralis DAF-12 nuclear receptor. hit rate 1% among 370,000. AID 652126. HEK293 ssDAF-12/GRIP1 lit1-tk-luc reporter, luminescence; % of 3 µM dafachronic acid response. activation, % at 6.8 µM;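 active = activation above the mean over all tested compounds plus 3 SD, cut at about 0.9% in these data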;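 note: 0% = DMSO-only wells and 100% = 3 µM delta7-dafachronic acid wells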
HGIII-sPLA2 inh: Blocks human group III sPLA2 activity; QFRET BODIPY PC-A2 liposome hydrolysis, fluorescence; inhibition, % at 12.2 µM; hit rate 0.56% among 370,000; AID 743126;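 active = inhibition above mean plus 3 SD of compounds lying within the high and low control bounds, cut at about 19% in these data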;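 note: 0% = median of test compound wells and 100% = no enzyme DMSO wells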
Target sequence (Q9NZ20 whole entry, looked up): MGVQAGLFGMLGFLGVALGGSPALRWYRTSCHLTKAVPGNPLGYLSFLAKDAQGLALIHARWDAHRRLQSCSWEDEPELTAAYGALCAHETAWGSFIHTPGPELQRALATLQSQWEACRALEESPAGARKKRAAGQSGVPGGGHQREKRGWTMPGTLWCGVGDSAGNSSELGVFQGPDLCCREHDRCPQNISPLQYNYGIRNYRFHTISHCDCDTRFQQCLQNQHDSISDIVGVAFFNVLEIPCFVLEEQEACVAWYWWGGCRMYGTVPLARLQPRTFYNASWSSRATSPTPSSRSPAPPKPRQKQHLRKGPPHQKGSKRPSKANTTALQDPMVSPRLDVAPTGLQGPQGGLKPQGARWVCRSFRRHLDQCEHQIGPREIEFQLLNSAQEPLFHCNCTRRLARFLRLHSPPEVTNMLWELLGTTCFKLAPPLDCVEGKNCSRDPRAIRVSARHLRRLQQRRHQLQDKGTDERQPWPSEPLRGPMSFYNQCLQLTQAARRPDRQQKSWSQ
FXN GAA850 act: frataxin GAA850 promoter activation; HEK293 lucGAA850 FXN promoter luciferase reporter, 24 h; percent of 10 µM SAHA response; activation, % at 6 µM; hit rate 0.56% among 360,000;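 active = activation above the average of all compounds screened plus 3 SD, cutoff fixed separately per campaign, cut at about 7.5% in these data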;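 note: 0% = DMSO wells and 100% = 10 µM SAHA wells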
PLC-gamma1 inh: inhibitors of human phospholipase C gamma1. P19174. purified PLC-gamma1, fluorogenic substrate, fluorescence. inhibition, % at 12.2 µM. hit rate 0.84% among 370,000. AID 720700; in the data active = inhibition above about 9.5%
The depositor's hits bear a star; · = no result given. No enrichment for hits; overall some 6.9% were active at least once.

Values in the order – ssDAF12 agonist | PLC-beta3 inh | PLC-gamma1 inh | ADAM17 inh | DAX1 inh-1 | hcDAF-12 act | FXN GAA850 act | HGIII-sPLA2 inh | hgDAF12 agonist | DAX1 inh-2 | ADAM10 inh
Cc1cc(Cl)c(S(=O)(=O)NC(C(=O)O)c2ccccc2)cc1OCC(N)=O (configuration not stated)
    -0.8 | 5 | 3 | -1 | 1.7 | -2.0 | 0.2 | 1 | 1.9 | 0.7 | 5
COc1ccc(/C(=C/c2ccc(OC(F)F)c(OC)c2)C(=O)O)cc1OC
    -1.6 | -6 | -4 | -4 | 0.2 | -0.5 | 2.0 | 4 | -0.9 | 0.3 | -6
CC(=O)c1ccccc1C(=O)N1CCC(n2nccc2NC(=O)C2CC2)CC1
    -1.2 | -9 | -1 | -3 | 0.5 | 1.4 | -1.2 | 7 | 2.6 | 0.4 | -10
CC(=O)C1=C(O)C(=O)N(Cc2ccccc2)C1c1ccc([N+](=O)[O-])cc1 (configuration not stated)
    -0.8 | 1 | 2 | -6 | -0.7 | -0.8 | 1.8 | 3 | -0.9 | -0.2 | -4
C#Cc1ccccc1OCCCN1CCC(C(O)(c2ccccc2)c2ccccc2)CC1
    -1.1 | -2 | 0 | 0 | · | -0.1 | · | -18 | 2.8 | 0.5 | -1
COc1ccccc1CNC(=O)CN1C(=O)NC(Cc2ccccc2)(c2ccccc2)C1=O (configuration not stated)
    -0.7 | 2 | 0 | 0 | -1.0 | 0.3 | -2.5 | -7 | 0.3 | -0.4 | -7
CCCCOc1c(Cl)cc(C(=O)N2CCN(CC(=O)N3CCCC3)CC2)cc1OCC
    -1.1 | -8 | 2 | 0 | -1.4 | 4.2 | 1.8 | 1 | 2.9 | 0.3 | -13
CCOC(=O)C1=C(COC(=O)CCOc2ccccc2C)NC(=O)NC1C (configuration not stated)
    -1.0 | 1 | 2 | 0 | 0.1 | -1.1 | 2.3 | -5 | -1.1 | 0.1 | -2
COc1cc(Nc2nc(-c3ccccc3)c3cc(C)ccc3n2)cc(OC)c1OC
    -1.3 | -8 | -6 | -3 | -0.9 | -2.3 | -3.3 | 4 | -0.6 | -0.2 | -20
CN(CC(=O)Nc1c(Cl)cccc1Cl)C(=O)c1ccccc1Cc1ccccc1
    -1.2 | 3 | 0 | 1 | -1.4 | -0.1 | -1.8 | -10 | 1.3 | 0.1 | -2
C[C@@H]1CN([C@@H](C)CO)C(=O)CCCn2nncc2CO[C@@H]1CN(C)C(=O)Nc1cccc(Oc2ccccn2)c1
    -0.7 | -7 | -2 | -4 | 0.0 | 0.2 | 0.0 | 8 | 0.5 | 0.0 | -28
O=C1CC2(CCN(C(=O)C3CC(=O)N(c4ccc(F)cc4)C3)CC2)Oc2ccccc21 (configuration not stated)
    -0.6 | -25 | -10 | -30 | -1.9 | -2.2 | 1.4 | 1 | -2.7 | -1.9 | -71
CCNC(=O)C(CC(C)C)NC(=O)C(CO)NC(=O)C1CCC(=O)N1 (configuration not stated)
    -1.2 | -1 | 1 | -4 | 2.6 | -0.6 | -1.0 | -2 | 2.1 | -0.1 | -3
CCn1c(N2CCN(CC(=O)c3c[nH]c4ccccc34)CC2)nc2c1c(=O)[nH]c(=O)n2C
    -0.3 | 1 | 0 | -2 | 0.3 | 0.4 | -0.8 | -9 | -0.2 | -1.0 | -5
COc1cccc(C(=O)N2CCN(C(=O)c3cccc(F)c3)CC2)c1
    -1.3 | 3 | 3 | 2 | -1.1 | 1.2 | -1.6 | 6 | -0.4 | 0.9 | 7
Cc1ccsc1/C=C1/SC(N2CC(C)OC(C)C2)=NC1=O (configuration not stated)
    -2.1 | 1 | 2 | -3 | -0.2 | -2.7 | 5.0 | 5 | -3.3 | -0.2 | 4
O=C(Cc1ccccc1)c1c[nH]c(C(=O)NCCCN2CCOCC2)c1
    -1.5 | 1 | 4 | 0 | 2.0 | -0.1 | -2.1 | 6 | -4.3 | -1.0 | 5
COC(=O)[C@H](Cc1ccccc1)NC(=O)Cn1cnc2c(OCc3ccccc3)ncnc21
    -1.4 | -1 | 0 | -7 | -0.6 | -0.7 | 0.6 | 1 | 0.4 | 0.3 | -8
CCSc1nnc(Nc2ccc(C)cc2)s1
    -0.6 | 0 | 0 | -2 | 0.6 | 2.0 | 6.9 | -4 | 9.5 | 0.8 | 4
COc1cc2nc(=S)n3[nH]c(CCn4nc(C)cc4C)nc3c2cc1OC
    -1.0 | 7 | 4 | 5 | -2.2 | -1.9 | 19* | 13 | -5.4 | -0.7 | 6
CN(C(=O)CSc1ncnc2scc(-c3ccccc3)c12)C1CCS(=O)(=O)C1 (configuration not stated)
    -1.5 | -3 | 2 | -6 | -1.2 | -0.5 | 1.0 | 6 | -2.0 | 0.4 | -5
Cc1cccc(/C(N)=N/OC(=O)COc2ccc(Cl)cc2)c1
    -1.6 | 0 | 2 | -2 | 1.7 | -2.0 | 4.3 | -4 | 0.7 | 1.1 | 2
COc1ccc(CCN2CCCn3c2nc2c3c(=O)n(CC(C)C)c(=O)n2C)cc1OC
    -1.9 | 4 | 6 | -8 | -1.4 | -2.6 | 0.7 | 24* | -4.0 | -0.6 | -4
Cc1cccc2sc(NC(=O)CSCc3ccccc3)nc12
    0.3 | -183 | -10 | 3 | 2.0 | 4.6 | 0.2 | -12 | 1.0 | 0.3 | 3
NC(=O)c1ccc(NC(=O)COC(=O)C2CC(=O)N(Cc3ccccc3)C2)cc1 (configuration not stated)
    -0.9 | -3 | 0 | -5 | -0.8 | 1.9 | 1.4 | 4 | 7.8 | -0.9 | 0
Cc1nn(C)c(C)c1C1Nc2ccccc2C(=O)N1O (configuration not stated)
    -0.3 | -5 | 0 | -3 | 0.8 | -0.5 | 1.9 | -2 | 3.1 | 0.3 | -11
O=C(CSC1=Nc2ccccc2C2CC=NN12)NCc1ccco1 (configuration not stated)
    -0.2 | -2 | -4 | -1 | -0.6 | 0.1 | -4.1 | -1 | 1.8 | -1.7 | -5
O=C1COc2ccc(C(=O)COC(=O)c3nc(Cl)ccc3Cl)cc2N1
    -0.7 | -5 | -1 | -3 | 0.3 | 0.6 | 2.5 | -1 | -1.5 | -0.5 | -7
Cc1cccc(N2CCN(C(=O)c3cccn4c(=O)c5c(C)c(C)sc5nc34)CC2)c1C
    0.1 | -71 | -63 | -3 | 0.6 | 2.8 | 2.7 | 0 | -0.9 | -0.4 | -12
CC(C)OC(=O)COc1cc(O)c2c(=O)cc(-c3ccccc3)oc2c1
    -1.2 | -5 | 1 | -5 | -0.6 | -2.4 | 2.8 | 4 | 3.5 | -0.4 | -2
CSc1ccc(C(=O)C2CCCN(C(=O)CCc3c(C)nn(C)c3C)C2)cc1 (configuration not stated)
    -1.9 | -4 | -1 | -1 | -1.8 | -4.8 | -0.4 | -2 | -6.7 | -8.5 | -2
CCOC(=O)c1ccc2ncc(C(=O)OCC)c(NCCN(C)C)c2c1
    -1.5 | -107 | -80 | -110 | 0.9 | -2.7 | -0.5 | -6 | 3.4 | -0.9 | -387
COc1ccc(Cl)cc1NC(=O)CSc1nnc(Cc2cccn2C)n1-c1ccc(F)cc1
    -0.7 | 4 | 2 | 3 | -2.1 | 0.2 | -2.2 | -31 | -3.8 | -1.0 | 1
O=C(CN1CCOCC1)Nc1ncccn1
    -1.1 | -1 | 4 | -4 | 0.5 | -0.8 | 0.9 | 1 | 0.2 | 0.7 | 0
COc1cc(CN2C(=O)C(C)ON=C2c2ccccc2F)cc(OC)c1 (configuration not stated)
    -1.4 | 0 | 2 | 0 | · | -4.4 | -0.1 | 2 | 0.1 | -0.6 | 3
CCOc1ccccc1N1CC(C(=O)Nc2cc(S(C)(=O)=O)ccc2Cl)CC1=O (configuration not stated)
    -1.4 | 0 | -1 | 0 | -0.3 | 0.5 | 0.2 | -2 | -2.9 | 1.3 | 2
CC(C)(C)NC(=O)CSc1nc(N)cc(=O)[nH]1
    -1.5 | 2 | 2 | -1 | -0.1 | 0.1 | 1.4 | -1 | -0.4 | 0.1 | -1
NC(=O)COC(=O)c1ccccc1OCc1ccccc1
    -1.3 | 1 | 0 | 2 | 0.0 | -0.7 | 1.6 | -1 | -4.0 | 0.0 | 5
COc1ccc(NC(=O)C2CCN(S(=O)(=O)c3c(C)nn(C)c3C)CC2)cc1
    0.0 | -2 | 0 | 0 | -0.1 | -0.8 | -0.8 | 3 | 2.1 | 0.6 | 5
c1ccc(-c2nc3nonc3c3nc4ccccc4n23)cc1
    -1.5 | -4 | -1 | -5 | -0.9 | -0.9 | -0.6 | 0 | -1.9 | 0.8 | -14
CCN(CC)S(=O)(=O)c1cc(NS(=O)(=O)c2ccccc2)ccc1C
    -1.4 | 9 | 7 | 6 | -1.9 | -1.1 | 0.8 | -12 | -2.4 | -0.5 | 9
COc1ccccc1-n1cnnc1SCC(=O)NCC1CCCO1 (configuration not stated)
    -0.6 | 0 | -1 | -3 | 0.5 | -0.1 | -0.1 | 1 | -1.9 | -0.7 | -5
CC(C)c1ccccc1NC(=O)CC1(CC(=O)O)CCCC1
    -1.8 | -3 | 1 | -4 | -1.8 | -1.5 | -1.3 | -1 | 0.0 | -0.5 | 2
O=C(CCc1ccccc1)N[C@H]1[C@H](OC(=O)c2ccco2)CCC[C@]12C(=O)N(Cc1ccccc1)c1ccccc12
    -1.9 | -2 | -1 | 5 | · | -2.5 | · | -7 | -3.7 | -0.6 | 8
COC(=O)C1=C[C@@H](C(=O)OC)[C@@H]2C3=C(C(=O)C2(C)C)[C@H](c2ccccc2)[C@@H]2C(=O)N(C)C(=O)[C@@H]2[C@@H]3C1
    -1.1 | -22 | -6 | -3 | -0.5 | -0.7 | 0.7 | 0 | -1.1 | 0.2 | -2
Cc1noc(C)c1C(C)C1=CCCCC1 (configuration not stated)
    -1.3 | 4 | -1 | -2 | · | -1.9 | · | 5 | 3.9 | -0.9 | 4
COc1ccc(C(NC(=O)C2CCN(CCOc3ccc(F)cc3)CC2)c2cccs2)cc1 (configuration not stated)
    -0.8 | 5 | 0 | 2 | · | -2.5 | 0.1 | -14 | -3.1 | 1.1 | -7
CCOc1ccc(NC(=O)CN(C)C(=O)C2CCCC2)cc1OCC
    -1.5 | -1 | 3 | -2 | 1.1 | -1.8 | 0.9 | -1 | -2.4 | -0.8 | -3
CCCCc1cc(=O)oc2c(C)c(OCC(=O)NCC3CCC(C(=O)O)CC3)ccc12 (configuration not stated)
    -1.4 | 0 | 0 | -26 | 2.3 | -2.1 | 1.4 | 4 | -0.4 | 0.8 | -172

Bioassay records (PubChem BioAssay)
